Source: PubChem BioAssay (several laboratories)
HSF1 inh – HSF1 inhibition. NIH3T3-HGL HSE-luciferase, MG132-induced, luminescence 8 h; active compounds read low. activity change, negative = inhibition, % at 7.5 µM (by protocol). hit rate 0.77% among 300,000;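 active = more than half of replicate wells show activity change below -50%, luminescence cut by over half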;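 also: luciferase reports HSF-1 transcriptional activity via heat shock element; 0% = median of DMSO wells and -100% = zero luminescence signal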
KLF5 inh – kruppel-like factor 5 inhibition | AID 1700 | DLD-1 KLF5 promoter-luciferase reporter, luminescence | inhibition, % at 5 µM | hit rate 0.23% among 290,000;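 active = inhibition above a per-plate limit of that plate's mean compound inhibition plus 3 SD, cut at about 60% in these data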;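 also: 0% = DMSO wells and 100% = LY294002 at 200 µM; higher means less KLF5 promoter-driven luciferase light; inactives centre near -14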
GSK3A inh – human GSK-3 alpha kinase inhibition. inhibition, % at 10 µM. P49840. hit rate 0.1% among 320,000. ADP-Glo luminescence, 60 min;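 in the data active = inhibition above about 50%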;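 also: GST-tagged GSK-3 alpha with peptide substrate and 25 µM ATP; 0% = DMSO neutral wells and 100% = GW8510 positive control wells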
Target sequence (P49840 whole entry, looked up): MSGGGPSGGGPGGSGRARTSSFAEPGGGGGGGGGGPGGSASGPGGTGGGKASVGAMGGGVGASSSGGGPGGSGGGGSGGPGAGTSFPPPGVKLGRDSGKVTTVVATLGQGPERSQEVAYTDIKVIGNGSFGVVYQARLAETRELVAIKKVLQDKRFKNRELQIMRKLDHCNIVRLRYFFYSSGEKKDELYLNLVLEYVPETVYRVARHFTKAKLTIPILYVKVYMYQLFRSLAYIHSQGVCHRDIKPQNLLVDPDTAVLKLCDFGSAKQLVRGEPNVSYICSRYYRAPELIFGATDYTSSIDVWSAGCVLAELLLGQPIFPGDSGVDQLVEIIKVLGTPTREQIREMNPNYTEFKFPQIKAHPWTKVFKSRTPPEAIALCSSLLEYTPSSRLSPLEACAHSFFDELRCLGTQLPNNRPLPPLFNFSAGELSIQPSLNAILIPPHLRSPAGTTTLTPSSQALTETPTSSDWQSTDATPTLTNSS
AI-2 QS mod – modulates the Vibrio harveyi AI-2 quorum sensing system | activity change, % at 7.5 µM | Vibrio harveyi JMH597 AI-2 luminescence/OD600 ratio, 9 h; active compounds read low; strain lacks LuxN and CqsS sensors; 0 = neutral-control median | hit rate 0.4% among 300,000 | AID 2094; in the data active = activity change below about -75%, passing the limit was not always enough;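 also: luminescence divided by OD600 gain over 9 h not by final OD600 alone; inactives centre near 13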
HSF-1 act – increases HSF-1 driven luciferase reporter signal | activation, % at 9 µM | hit rate 1.7% among 300,000 | AID 504408 | NIH3T3-HGL HSF-1 luciferase reporter, MG132, 8 h; 100% = twice DMSO control signal;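 active = mean replicate activation of at least 50% with a set share of replicates each reaching 50%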;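 also: 0% = median of the neutral control wells and 100% = twice that signal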
IEC-6 tox – counter-screen for KLF5 inhibitors: cytotoxicity in IEC-6 cells | IEC-6 cytotoxicity, luminescence viability | inhibition, % at 5 µM | hit rate 0.78% among 290,000 | AID 1825; in the data active = inhibition above about 22%;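 also: 0% = plate median of test compound wells and 100% = cytotoxic reference compound wells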
GSK3B inh – human GSK3beta kinase inhibition. AID 2097. activity score (negative = inhibition), % at 10 µM. hit rate 0.038% among 300,000. P49841. GST-GSK3beta kinase, ADP-Glo luminescence, 60 min; active compounds read low;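 active = more than half of replicate wells score below -50%, meaning over 50% inhibition versus plate controls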;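 also: 0% = median DMSO wells and -100% = median GW8510 positive control wells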
Target sequence (P49841 whole entry, looked up): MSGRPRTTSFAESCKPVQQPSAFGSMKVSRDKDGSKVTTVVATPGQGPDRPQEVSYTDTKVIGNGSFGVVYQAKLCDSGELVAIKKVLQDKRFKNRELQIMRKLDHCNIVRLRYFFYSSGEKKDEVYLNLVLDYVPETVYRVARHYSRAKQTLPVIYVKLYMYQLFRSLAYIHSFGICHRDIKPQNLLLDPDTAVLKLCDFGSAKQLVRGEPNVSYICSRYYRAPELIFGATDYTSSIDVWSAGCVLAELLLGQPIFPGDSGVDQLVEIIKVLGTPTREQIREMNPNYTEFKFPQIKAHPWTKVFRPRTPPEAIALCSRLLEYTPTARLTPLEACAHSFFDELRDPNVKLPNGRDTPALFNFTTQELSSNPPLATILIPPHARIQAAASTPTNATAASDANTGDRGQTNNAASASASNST
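Test system: GST-tagged human GSK3beta kinase, cell-free; evaluation: activity score scaled between in-plate DMSO and GW8510 controls; measured by: ADP-Glo luminescence; incubation: 60 min reaction, RT; benchmarks: DMSO and 20 µM GW8510; reagent: peptide substrate plus 25 µM ATP (final); medium: Tris/MgCl2 kinase buffer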
HSP90 refold inh – HSP90 refolding inhibition in rabbit reticulocyte lysate; inhibition, % at 5.6 µM; hit rate 0.91% among 290,000; AID 1789; luciferase refolding luminescence, 3 h;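 active = inhibition above the screen-wide mean plus 3 SD, computed separately per campaign, cut at about 16% in these data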;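 also: 0% = DMSO wells and 100% = 60 µM geldanamycin wells; inhibitors lower the luminescence because luciferase stays unfolded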
aSyn 5UTR inh – 5' untranslated region of α-synuclein, MLPCN primary screen; alpha-synuclein 5'UTR reporter, inhibitor activity; hit rate 0.82% among 300,000; inhibition, % (tested at 7.5 µM); in the data active = inhibition above about 60%;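 also: H4 neuroglioblastoma cells stably carrying SNCA 5'UTR luciferase fusion; 0% = DMSO wells and 100% = positive control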
PolyA inhibitor – inhibitors of polyadenylation in S. cerevisiae; AID 1875; calls only at 12 µM; S. cerevisiae SKY197-pL101 polyadenylation reporter, beta-gal luminescence; efflux-impaired pdr1/pdr3 knockout yeast; score 100 = 6 SD above DMSO; hit rate 0.02% among 300,000;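 active = lowest replicate activity score at least 50, where 100 means six control SD above control mean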;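 also: yeast exposed to compound for 9 h at 30 °C; higher score means more reporter readthrough which indicates perturbed polyadenylation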
* = called active by the depositor; i = inactive; · = no result given.

SMILES | HSF1 inh | KLF5 inh | GSK3A inh | AI-2 QS mod | HSF-1 act | IEC-6 tox | GSK3B inh | HSP90 refold inh | aSyn 5UTR inh | PolyA inhibitor
COc1ccc(NC(=O)CN2CCN(C(=S)NC3CCCC3)CC2)cc1 | 5 | -16 | -1 | · | 3 | -4 | 4 | 2 | -9 | i
Cc1ccc(N=Cc2c(O)ccc3ccccc23)cc1F | 7 | -4 | 0 | 37 | 32 | -1 | -4 | -2 | -111 | i
Cc1cc(C)cc(OCC(=O)Nc2ccc3c(c2)OCCO3)c1 | -1 | -11 | 1 | 29 | 19 | 6 | -5 | 0 | -2 | i
COC(=O)C1=C(C(=O)OC)C(c2ccccc2O)c2sc(=O)[nH]c2S1 (stereo unspecified) | -1 | -13 | 0 | 18 | -9 | 7 | 2 | -1 | -26 | i
COc1cc(OC)c(C(=O)OCC(=O)Nc2ccccc2Cl)cc1OC | -3 | -20 | -1 | 17 | 0 | -8 | -1 | -1 | 2 | i
CCNc1nc(NCC)nc(NC(N)=S)n1 | -10 | 12 | -1 | 31 | -14 | -1 | -1 | 0 | 8 | i
CCN(CC)CCNC(=O)CNC(=O)c1nn(-c2ccc(OC)c(OC)c2)c(=O)c2ccccc12 | -15 | -19 | 1 | -11 | -3 | -6 | 2 | 3 | 11 | i
CCOC(=O)C1(CC2CCCCO2)CCN(C2CCSCC2)CC1 (stereo unspecified) | -6 | 4 | -2 | 10 | -5 | -1 | 3 | -4 | -14 | i
N#Cc1cccc(C#N)c1N1CCC(C#N)CC1 | -2 | -14 | -1 | 15 | -3 | -4 | -1 | -1 | 6 | i
COc1ccc(C2=NN(c3ccccc3)C(=O)/C2=C\c2ccc(O)c(OC)c2)cc1 | -1 | -6 | 5 | 23 | 34 | 4 | -2 | 25* | -13 | i
c1ccc(-c2nc(-n3nc4ccccc4n3)nc3ccccc23)cc1 | -6 | -11 | -4 | 13 | 13 | 4 | 2 | 4 | 1 | i
CC(C)(C)NC(=O)COC(=O)c1ccc2c(c1)C(=O)N(Cc1ccco1)C2=O | 3 | 2 | -1 | 18 | 2 | 3 | 1 | 1 | 10 | i
Nc1ncnc(Nc2ccccc2C(F)(F)F)n1 | · | -36 | 1 | · | · | 3 | · | 6 | · | ·
CCc1ccc(-c2nc(SCC(=O)N(C)C3CCS(=O)(=O)C3)n[nH]2)cc1 (stereo unspecified) | 4 | · | -1 | 4 | 20 | · | 0 | · | 9 | i
COc1cccc2sc(Nc3nc4ccc(NC(C)=O)cc4s3)nc12 | -3 | -20 | -2 | 5 | -1 | 4 | 4 | 5 | 51 | i
COc1ccc(Cl)cc1C(=O)Nc1nc2ccccc2[nH]1 | -37 | 80* | 7 | 4 | -47 | 20 | 2 | 71* | 89* | i
CO/N=C/c1ccc(N2CCN(C(=O)c3cccc(C(F)(F)F)c3)CC2)c([N+](=O)[O-])c1 | -3 | -4 | · | 43 | -8 | -2 | -1 | 0 | 16 | i
CC(=O)c1ccc(S(=O)(=O)N2CCNCC2)cc1 | 3 | -9 | -1 | 17 | 0 | 1 | 2 | -1 | 6 | i
COc1ccc(-c2oc3c4c(cc(OC)c3c(=O)c2CC=C(C)C)OC(C)(C)C=C4)c(OC)c1 | -2 | · | 0 | 43 | 15 | · | 3 | · | -13 | i
O=C(CCNC(=O)N1CC(=O)Nc2ccccc21)NCc1cccc(Cl)c1 | 4 | -27 | -1 | 11 | 14 | -4 | 0 | -3 | -5 | i
CC(C)NC(=O)c1ccccc1NC(=O)C1CCCO1 (stereo unspecified) | -10 | -27 | 0 | 27 | -5 | -1 | -2 | -1 | 12 | i
Cc1nc(C)c(-c2csc(Nc3ccc(N)cc3)n2)s1 | 14 | 4 | -5 | · | -11 | 4 | · | 1 | -42 | i
COc1ccc(C(=O)C(OC(=O)CNC(=O)c2ccco2)c2ccccc2)cc1 (stereo unspecified) | 1 | -11 | -1 | 7 | 15 | -5 | 1 | -3 | -6 | i
O=C(CCC1CCCC1)Nc1nnc(-c2ccc3c(c2)OCO3)s1 | -5 | -5 | 1 | -6 | 29 | -1 | 2 | 1 | -13 | i
COc1ccc(C(=O)N2CCc3cc4c(cc3C2C)OCCCO4)cc1 (stereo unspecified) | 2 | 11 | 0 | 40 | 3 | 13 | -1 | 2 | 15 | i
CCn1c(SCc2cccc(C)c2)nnc1-c1ccccc1 | 5 | -15 | 3 | 5 | 0 | 6 | 2 | 1 | 12 | i
O=S(=O)(NCCc1cccs1)c1ccc(Br)cc1 | -3 | 3 | 4 | 25 | 4 | 6 | 0 | 1 | 0 | i
COc1ccc(N(CC(=O)N2CCCCC2)S(=O)(=O)c2c(C)nn(C)c2C)cc1 | 1 | -12 | -2 | 17 | -7 | -2 | 5 | -3 | -5 | i
O=c1[nH]c(=O)n(C2CCCCCC2)c(O)c1C=NCc1ccc(F)cc1 | 0 | -1 | 6 | -18 | 13 | -2 | 2 | 0 | 20 | i
Cc1ccc(C(=O)NCCNS(=O)(=O)c2ccccc2)cc1 | -2 | -21 | 3 | -55 | 2 | -4 | 0 | -2 | -3 | i
CCn1ncc(CN2CCC(Oc3cc(C(=O)NC4CC4)ccc3OC)CC2)c1C | -5 | -6 | · | 12 | -10 | 1 | 0 | -1 | 9 | i
COc1ccc(Br)cc1C(=O)N/N=C/c1ccc([N+](=O)[O-])cc1 | -7 | 16 | -3 | 1 | -7 | -1 | -1 | -3 | 0 | i
CCOP(=O)(OCC)c1nc(-c2cccc3ccccc23)oc1NCCc1ccc(OC)cc1 | 7 | -7 | 0 | 5 | -13 | 2 | 7 | 0 | 26 | i
O=C(Cn1c(C(=O)OCCO)cc2ccccc21)c1ccccc1 | -11 | -5 | -2 | 13 | 3 | 4 | 1 | -4 | 12 | i
Cc1cc(=O)[nH]c(N/N=C/c2cc(C)n(CC(F)(F)F)c2C)n1 | 23 | 12 | -2 | 42 | 46 | 0 | 4 | -4 | -89 | i
CCOc1ccc(/C=C(\C#N)C(=O)Nc2cccnc2)cc1 | 1 | -11 | -2 | 15 | 9 | -2 | -2 | 0 | -16 | i
CCN(CC)c1ccc(/C=C(\C#N)C(=O)NCc2ccccc2)cc1 | -4 | -17 | -1 | 13 | -6 | -6 | -5 | -2 | 16 | i
COC(C)c1oc2c(C)c3oc(=O)cc(C)c3cc2c1C (stereo unspecified) | 6 | · | 16 | 25 | 3 | · | 0 | · | -53 | i
CC(C)(C)OC(=O)N1CCC(C(=O)N2CCOCC2)CC1 | -5 | -42 | · | 0 | 3 | -4 | -1 | -2 | 18 | i
O=C(Nc1nnc(C2CC2)s1)c1cc(Cl)sc1Cl | 13 | -71 | 4 | -3 | -4 | 0 | -4 | 1 | -54 | i
O=C(N/N=C/c1cccc(Cl)c1Cl)Nc1ccccc1 | 10 | -30 | -5 | -6 | 8 | 3 | 0 | -2 | -39 | i
CCOC(=O)C1(Cc2ccccc2)CCN(Cc2cn(CC(=O)OC)c3ccccc23)CC1 | 2 | -64 | 1 | 22 | 7 | -1 | -4 | 3 | 1 | i
Cc1scc(C(=O)N/N=C/c2ccsc2)c1C | 17 | -59 | -2 | 18 | 13 | 8 | 0 | 3 | -162 | i
O=C(C1CCCN(c2ncnc3c2nc2n3CCCCC2)C1)N1CCN(c2ccc(F)cc2)CC1 (stereo unspecified) | 3 | -50 | 1 | 21 | 7 | 1 | 1 | -6 | 10 | i
CCc1nc2cc(Cl)c(Cl)cc2[nH]1 | -6 | -25 | 1 | -1 | 6 | 3 | -1 | -3 | -8 | i
Cc1cc2c(n1-c1ccc(Br)cc1)CC(C)(C)CC2=O | 3 | -5 | 3 | 6 | 4 | 6 | 0 | 3 | 11 | i
COc1cc(CNCc2ccco2)cc(OC)c1O | -3 | -6 | 1 | 10 | -16 | 4 | -5 | -3 | 5 | i
Cc1ccc2nc3c(cc(C(=O)NC4CCCC4)c(=N)n3C3CCCCC3)c(=O)n2c1 | -4 | -18 | -3 | 12 | 1 | 1 | 1 | 1 | 7 | i
COc1ccccc1Oc1ccc(NC(=O)c2ccccc2)cc1 | 4 | -42 | -1 | -3 | 6 | 4 | 3 | -3 | -91 | i
COc1ccc(Cl)cc1NC(=O)CN(C)C(=O)Cn1cnc2c1c(=O)n(C)c(=O)n2C | -74* | · | -1 | 19 | -80 | · | 1 | · | 10 | i
Cc1cc(C(=O)Nc2sc3c(c2C#N)CCCC3)no1 | 11 | -121 | -5 | 5 | 36 | 6 | 2 | 5 | -81 | i
Cc1cccc(C)c1NC(=O)Nc1ccc2c(c1)OCO2 | -1 | -7 | -1 | 15 | -6 | -10 | -2 | -6 | -1 | i
COc1cccc(C(=O)O/N=C(\N)c2ccncc2)c1OC | 22 | -28 | 2 | 16 | 29 | -7 | 3 | -3 | -84 | i
CSCC[C@H](NC(=O)Cc1c(C)c2c(cc(C)c3c(C)coc32)oc1=O)C(=O)O | 1 | -51 | -1 | 15 | 7 | -4 | 1 | 5 | -27 | i
CC1=NN(c2ccc(C(=O)O)cc2)C(=O)/C1=C\c1ccc(OC(=O)c2cccs2)cc1 | -4 | -2 | -5 | 24 | 5 | -3 | 2 | 26* | -7 | ·
Cc1cc(=O)oc2cc(NC(=O)C(C)Oc3cccc(Cl)c3)ccc12 (stereo unspecified) | -6 | · | -2 | 5 | 8 | · | 0 | · | 8 | i
CCOC(=O)C1CCN(Cc2coc3ccc(Cl)cc3c2=O)CC1 | 3 | -18 | 4 | 34 | 17 | -1 | -4 | 0 | -12 | i
COc1ccc(N(CC(=O)NCc2ccc(C)cc2)S(=O)(=O)c2ccccc2[N+](=O)[O-])c(OC)c1 | 11 | 12 | -3 | 36 | -2 | -4 | 0 | 2 | -2 | i
C=CCN(CC=C)S(=O)(=O)c1ccc(C(=O)Nc2sc3c(c2C(N)=O)CCCCC3)cc1 | -4 | -1 | -1 | 28 | 1 | -1 | -1 | -3 | -70 | i
Clc1cccc(-c2sc(Nc3ccccc3)n[n+]2-c2ccccc2)c1Cl | 9 | -8 | -1 | 13 | 11 | 3 | 1 | 3 | -19 | i
S=C(NC12CC3CC(CC(C3)C1)C2)N1CCOCC1 | -3 | -18 | 1 | 23 | 19 | -4 | 2 | -2 | -10 | i
CN(C)S(=O)(=O)c1ccc(Oc2ccc(S(=O)(=O)N(C)C)cc2)cc1 | -7 | -29 | -2 | -86* | -3 | 0 | -2 | 5 | 21 | i

Some of the compounds tested (hit frequency here may not be typical).
